# High-throughput results: PubChem, National Center for Advancing Translational Sciences (NCATS)
# BCR signal inh: inhibitors of chronic active B-cell receptor signaling; ABC-DLBCL IkBa-CBG/CBR reporter, luminescence ratio, 4 h; Potency, µM (doses to about 46.1 µM), without a hit: at the highest dose ratio change, negative = lower green/red ratio, usual class: inhibitors; 0.05% of 340,000 active; AID 493014; active = well fitted inhibition curve with a large enough effect in the signal ratio, with a control signal flat, not every such curve was filed as active; inconclusive = small, poorly fitted or top-dose-only effect, or effect the other way, or a change in a side signal; the % refers to the signal ratio;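 note: potency is the fitted concentration of half-maximal effect; plate controls were basal doxycycline-induced cells for no effect and cells given 10 µM MG132 for full effect; MG132 reads +100%, hits lower the ratio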
#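 TMD8 human ABC-DLBCL cells with doxycycline-inducible IκBα–green luciferase fusion and unfused red luciferase, in 0.5% FBS medium; compounds up to 46 uM, 4 h at 37C. Green/red luminescence ratio, filter-overlap corrected, fitted to concentration-response curves.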
# AT treatment: potential ataxia-telangiectasia treatment; […] A-T fibroblasts, KAP-1 phosphorylation AlphaLISA; neocarzinostatin DNA damage 30 min before lysis; Potency, µM (highest dose often 57.5 µM), inactives show top-dose activation, most hits filed as activators; 0.19% of 320,000 active; AID 485349; note: potency is the fitted concentration of half-maximal effect; % of control where 0% means no effect; nearly all actives have a fitted effect of over 45% in size
#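 hTERT-immortalized A-T patient fibroblasts ([…]), 500 cells/well in OPTI-MEM, 1% FBS, got compounds for 60 min, then NCS for 30 min at 37C. Lysates were then assayed for phospho-KAP-1 by AlphaLISA (anti-pKAP1 donor, anti-KAP1 acceptor beads), 6 hr at 25C.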
# Eya2 phos inh: blocks the phosphatase activity of human Eya2 | O00167 | recombinant Eya2, OMFP fluorescence dephosphorylation (OMFP is methylfluorescein phosphate) | Potency, µM (titrated, usually from 76.9 µM), without a hit: at the top dose activity, negative = inhibition, actives largely listed as inhibitors | 0.006% of 330,000 active | AID 488837; note: potency is the fitted concentration of half-maximal effect; % is set by controls: 0 for no effect and ±100 for the full control effect
#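 Eya2 (0.2 uM) preincubated 10 min at ambient with compound, then OMFP substrate added at 50 uM; 10 min reaction in 50 mM HEPES pH 7.5, 50 mM NaCl, 5 uM MgCl2, 0.05% BSA, 1 mM DTT. Fluorescence read at Ex 485/Em 525 nm.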
# ELG1 repair inh: ELG1-dependent DNA repair inhibition. HEK293T ELG1-luciferase reporter, luminescence, 16 h; DNA damage induced by 5-fluorouridine. Potency, µM (doses to about 46.1 µM), inactives show top-dose activity change, negative = inhibition, hits mostly inhibitors. 2.3% of 330,000 active. AID 504467; note: potency is the fitted concentration of half-maximal effect; % is set by controls: 0 for no effect and ±100 for the full control effect; nearly all actives have a fitted effect of over 55% in size
#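 Cells (2,000 per well) received 5-fluorouridine plus test compound or DMSO and were incubated 16 hr at 37 °C, 5% CO2. Luciferase activity was read by luminescence 30 min after ONE-Glo addition; signal suppression marked inhibition of damage-induced ELG1 function.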
# S-ASM inh: inhibitors of human secretory acid sphingomyelinase | Potency, µM (series often up to 57.5 µM), inactives show at the top dose activity change, negative = inhibition, most hits filed as inhibitors | 0.006% of 340,000 active | P17405 | placental ASM, HMU-PC fluorogenic substrate, 60 min; note: potency is the fitted concentration of half-maximal effect
#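 qHTS format. ASM enzyme prepared from human placenta hydrolyses the fluorogenic substrate HMU-PC0 (9 uM final) over 60 min at 37 °C after a 10 min compound preincubation.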
# PTAP TSG101 blk: blocks PTAP/TSG101 interaction to inhibit HIV-1 budding. Fluorescence polarization, FITC-PTAP peptide / Tsg101 binding. Potency, µM (series often up to 115 µM), without a hit: at the highest dose activity change, negative = inhibition, most hits filed as inhibitors. 340,000 tested, under 10 active. AID 493005; active = well fitted inhibition curve with a large enough effect in the main read-out, with a control signal flat, not every such curve was filed as active; inconclusive = small, poorly fitted or top-dose-only effect, or effect the other way, or a change in a side signal; inactive = no such curve, though single readings can be large or run the other way; note: potency is the fitted concentration of half-maximal effect; % of control where 0% means no effect
#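 Fluorescence polarization binding of Tsg101 binding domain (10 uM final) to FITC-labeled PTAP peptide (50 nM final) in HEPES pH 7.5 buffer with NaCl, Tween 20, EDTA, TCEP. Compounds added before peptide; binding 20 min at RT.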
# Tb PFK block: blocks T. brucei phosphofructokinase | O15648 | T. brucei PFK, ADP-Glo luminescence | Potency, µM (top dose mostly 57.5 µM), for inactives: top-dose activity, negative = inhibition, actives largely listed as inhibitors | 0.17% of 330,000 active | AID 485367;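 note: potency is the fitted concentration of half-maximal effect; 0% = uninhibited 1x PFK enzyme wells and -100% = no-enzyme wells; nearly all actives have a fitted effect of over 60% in size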
#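 ADP-Glo luminescence quantified ADP after 45 min at room temperature, with 1.25 nM T. brucei PFK, 0.1 mM ATP and 0.5 mM fructose-6-phosphate in pH 8.0 TEA buffer. qHTS titrations up to 57 µM; curves classified by quality.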
# TSHR antag: human thyrotropin receptor antagonism. P16473. TSHR-expressing cells, TSH-stimulated cAMP HTRF, 2 h; hits give low values. activity change, negative = inhibition, % at 11.5 µM. 0.2% of 330,000 active. AID 504810;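 active = activity change below a set negative limit, meaning inhibition stronger than a set level, cut at about -70% in these data; inconclusive = activity change between two set negative limits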; note: % is set by controls: 0 for no effect and ±100 for the full control effect
# Target sequence (P16473 whole entry, looked up): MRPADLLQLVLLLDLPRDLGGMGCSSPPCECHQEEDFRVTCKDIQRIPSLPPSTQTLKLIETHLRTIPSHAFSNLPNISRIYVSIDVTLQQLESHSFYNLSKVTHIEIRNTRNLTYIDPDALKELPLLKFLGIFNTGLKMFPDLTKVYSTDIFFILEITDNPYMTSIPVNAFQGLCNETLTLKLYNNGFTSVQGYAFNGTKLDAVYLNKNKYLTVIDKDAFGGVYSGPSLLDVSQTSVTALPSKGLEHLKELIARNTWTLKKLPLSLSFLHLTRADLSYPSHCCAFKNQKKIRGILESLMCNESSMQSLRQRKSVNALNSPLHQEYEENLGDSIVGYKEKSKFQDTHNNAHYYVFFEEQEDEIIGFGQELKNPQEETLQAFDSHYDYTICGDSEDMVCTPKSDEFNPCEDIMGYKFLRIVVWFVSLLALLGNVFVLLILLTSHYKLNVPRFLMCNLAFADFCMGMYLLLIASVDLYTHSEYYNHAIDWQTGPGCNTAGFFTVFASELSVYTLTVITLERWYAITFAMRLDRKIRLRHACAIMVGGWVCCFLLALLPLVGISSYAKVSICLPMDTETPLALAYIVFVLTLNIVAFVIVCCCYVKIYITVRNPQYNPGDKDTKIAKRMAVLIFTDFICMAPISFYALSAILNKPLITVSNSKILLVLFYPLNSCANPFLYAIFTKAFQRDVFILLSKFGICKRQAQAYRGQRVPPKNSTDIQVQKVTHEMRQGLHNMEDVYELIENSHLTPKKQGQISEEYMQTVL
#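 Freshly harvested TSHR cells receive pin-tooled compound, then EC80 TSH at 4nM final. After 2 hours at 37 deg C, antibody in lysis buffer and cAMP-d2 are added; 30 minutes at ambient temperature precede the HTRF read.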
# Mito fusion act: blocks mitochondrial division or promotes mitochondrial fusion | S. cerevisiae fusion-defective mutant growth rescue, CellTiterGlo 48 h | Potency, µM (series often up to 46.1 µM), for inactives: at the highest dose growth rescue (activation), usual class: activators | 0.23% of 320,000 active | AID 485298;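 note: potency is the fitted concentration of half-maximal effect; % of control where 0% means no effect; nearly all actives have a fitted effect of over 45% in size; temperature-sensitive fusion mutants such as fzo1-1 at 37 °C on non-fermentable ethanol glycerol medium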
#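 Yeast fusion mutant, YPEG (non-fermentable carbon), compound, 48 h at 37C non-permissive; CellTiterGlo added, 10 min RT, luminescence read. Rescued growth = division inhibition.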
# TCR act: T cell receptor activation | AID 504894 | 330,000 tested, under 10 active | primary human leukocytes, anti-CD3, IL-2 HTRF, 48 h | Potency, µM (doses to about 9.22 µM), for the others: top-dose activation of IL-2 secretion, actives largely listed as activators; note: % of control where 0% means no effect
#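 TCR engagement came from a-CD3 beads alone, with compounds added to primary human leukocytes for 48 hr. Secreted IL-2 bridged europium cryptate- and d2-labelled anti-IL-2 antibodies, giving FRET emission at 665nm after 320nm excitation.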
# Integrin act MD: activators of alpha7 integrin expression for muscular dystrophy. alpha7betagal myoblasts, beta-gal FDG fluorescence, 48 h. Potency, µM (titrated, usually from 38.3 µM), for the others: at the highest dose activation, hits mostly activators. 0.064% of 350,000 active;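 note: potency is the fitted concentration of half-maximal effect; 100% = response of the positive control SU9516; nearly all actives have a fitted effect of over 60% in size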
#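 Alpha7betagal+/- myoblasts (passage 13) were plated 16-24 hr, then exposed to compounds (1:260 dilution of DMSO stock) for 48 hours at 37C. After MPER lysis, β-galactosidase reporter activity was read as FDG fluorescence (ex 480/em 540) after 30 minutes.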
# Starred values were filed as active, the others as inactive; ? = inconclusive; . = no result given; [ ] = another dose, or the depositor's remark. Unless noted, calls come from the whole dose curve; as a rule, active = well fitted curve in the direction sought with a large enough effect; inconclusive = small, poorly fitted or top-dose-only effect, or another doubt; inactive = no such curve, though single readings can be large; an effect the other way counts as inactive or inconclusive.
canonical_smiles	BCR signal inh	AT treatment	Eya2 phos inh	ELG1 repair inh	S-ASM inh	PTAP TSG101 blk	Tb PFK block	TSHR antag	Mito fusion act	TCR act	Integrin act MD
COc1cccc(CNC(=S)Nc2cc(OC)ccc2OC)c1	-3.1%	8.9%	12.7%	-10.1%	-2.4%	0.0%	-6.3%	-0.3	-2.4%	0.0%	-16.7%
COc1cccc(NC(=O)CN(C)C(=O)C(C)Sc2ccccc2)c1 (stereo not given)	-10.8%	-0.4%	-12.9%	-8.4%	4.8%	-3.2%	0.9%	-9.2	3.9%	1.5%	6.0%
CC1=CC(c2ccc(Cl)cc2)n2nc(N3C(=O)CCC3=O)nc2N1 (stereo not given)	11.6%	.	-6.7%	17.4%	.	-2.7%	0.5%	0.8	-1.7%	-3.0%[46.1 µM]	6.0%
COc1cc(C(=O)Nc2ccn(C)n2)ccc1OC(F)F	3.9%	-2.4%	-2.3%	?	4.1%	0.0%	-1.1%	-6.7	-1.2%	37.0%	?
O=C(NNC(=O)c1ccccc1F)c1cccs1	?	6.6%	-4.2%	?	2.4%	3.0%	1.3%	12.7	2.2%	-1.8%	?
O=S(=O)(c1ccccc1F)N1CCN(CC(O)c2ccccc2)CC1 (stereo not given)	-4.8%	-0.8%	-5.5%	-6.0%	1.2%	-1.0%	0.2%	8.7	?	-3.2%	?
c1nc2sc3c(c2c2nnnn12)CCCC3	?	2.6%	4.6%	?	-2.0%	-0.3%	-3.6%	-5.2	12.0%	-7.8%	0.9%
Cc1sc2c(=O)n3c(nc2c1C(=O)NC1CCCCC1)CCCCC3	0.1%	0.9%	11.0%	7.0%	-10.0%	-13.0%	-6.7%	-2.2	3.5%	6.0%	-0.2%
NC(=O)N/N=C/c1cn(-c2ccccc2)nc1-c1cccs1	-2.1%	.	-2.0%	?	-9.3%	0.8%	-5.3%	0.1	-1.1%	3.3%	11.7%
CCN(CC)S(=O)(=O)c1cc(NC(=O)COC(=O)c2sc3ccccc3c2Cl)ccc1C	-4.1%	3.2%	-0.1%	7.0%	-6.4%	0.2%	3.2%	0.1	2.0%	-16.8%[46.1 µM]	14.6%
CCN1CCN(CCCNC(=O)c2ccc(NC(=O)C3=CSCCO3)cc2)CC1	-19.1%	-6.0%	-0.7%	?	10.2%	0.8%	0.2%	17.7	-2.9%	-0.6%	-4.8%
COc1ccc(-c2nnc3ccc(SCC(=O)Nc4cc(C)on4)nn23)cc1OC	-3.6%	-1.8%	8.8%	-3.3%	0.3%	-2.8%	-2.3%	10.6	-2.0%	-0.5%	2.0%
CCc1ccc(NC(=O)CCn2c(=O)c3cccn3c3ccccc32)cc1	0.9%	1.6%	-4.3%	-20.4%	-20.9%	-5.5%	-11.4%	-2.1	-0.4%	2.2%	-39.8%
O=C(O)c1ccc2c(c1)C(=O)N(c1ccc(/C=C/C(=O)c3ccccc3)cc1)C2=O	?	24.8%	6.7%	?	10.7%	0.3%	0.3%	-25.5	-0.5%	5.5%	11.8%
CCOC(=O)C1CCCN(C(=O)c2ccc(C)cc2O)C1 (stereo not given)	?	-1.3%	-12.0%	5.5%	3.1%	-1.2%	2.8%	4.5	0.6%	-0.2%	5.0%
COc1ccccc1-n1cc(C(=O)NCC(=O)N2CCN(c3ccccc3)CC2)c2ccccc2c1=O	8.2%	-1.0%	-5.6%	?	-0.5%	-2.5%	-6.0%	-13.5	0.1%	1.0%	-2.3%
O=C(CNc1ccc2ccccc2c1)N/N=C/c1cc2ccccc2nc1Cl	-4.0%	-8.8%	-5.9%	-20.0%	-12.0%	-0.2%	0.6%	-4.9	14.1µM*	2.6%	-35.5%
CCOc1ccc(NC(=O)CCN2CCN(S(=O)(=O)c3ccc(Cl)cc3)CC2)cc1	11.1%	.	18.3%	?	1.4%	-6.2%	-0.2%	1.2	-0.7%	0.9%	-5.3%
CC(=O)NC(Cc1c[nH]c2ccccc12)C(=O)NCc1ccco1 (stereo not given)	-0.2%	-7.4%	-2.5%	13.6%	-21.5%	-2.0%	0.2%	-1.3	-1.9%	17.6%	4.4%
O=c1c(Cc2ccc(F)cc2)c(O)ccn1Cc1ccc(Cl)cc1Cl	1.4%	4.7%	4.7%	-2.0%	-1.6%	1.8%	0.7%	-10.4	1.2%	1.6%	-0.8%
O=C(c1cccc([N+](=O)[O-])c1)N1CCN(c2ccc(Cl)cc2)CC1	4.1%	-0.8%	3.2%	-12.3%	-1.8%	-2.9%	0.0%	-9.8	0.9%	0.9%[46.1 µM]	14.4%
Cc1c(N=NC2=C(O)CC(C)(C)CC2=O)cc2c(c1[N+](=O)[O-])C(C)(C)CC2(C)C	0.7%	14.1%	-7.7%	?	-23.2%	-5.1%	0.3%	-10.1	8.4%	1.1%	-27.9%
Cc1ccc(S(=O)(=O)N2CCN(C(=O)C3COc4ccccc4O3)CC2)cc1C (stereo not given)	-11.6%	14.8%	-1.8%	-16.2%	-4.3%	.	14.6%	36.9	-0.5%	.	5.3%
O=C(COc1ccc(Cl)cc1)NCc1nnc(SCC(=O)Nc2ccccc2F)o1	?	-0.2%	-7.5%	16.2%	-1.1%	0.9%	-4.9%	-7.4	-4.8%	5.7%	12.7%
C=CCN(c1ccc(Br)cc1C(=O)OC)S(C)(=O)=O	-1.2%	2.5%	-1.3%	?	-0.4%	-2.3%	1.3%	5.8	-7.4%	5.5%	19.2%
Cc1ccc(/C=C2/SC(=S)N(C3CCCCC3)C2=O)o1	7.3%	-7.6%	11.4%	12.8%	-11.5%	1.6%	-0.3%	-4.3	-1.5%	-1.6%	10.3%
COc1cc(C(=O)Nc2ccccc2C2COC(=O)C2=N)cc(OC)c1OC (stereo not given)	-2.4%	-1.2%	-2.7%	-5.4%	2.1%	0.0%	-3.9%	1.9	-1.8%	-1.5%[46.1 µM]	-3.9%
COc1ccc(NC(=O)CC2SC(=O)NC2=O)cc1 (stereo not given)	?	-4.4%	-16.4%	?	-0.8%	-5.0%	-3.9%	5.9	3.2%	5.3%	-2.6%
CCOC(=O)CN1C(=O)/C(=C/c2ccccc2Br)Oc2ccccc21	-2.1%	3.6%	0.4%	?	287.0%[activator]	-9.4%	-10.2%	2.4	-66.7%[inhibitor]	-1.9%	?
CSc1ccccc1NC(=O)CN(c1ccccc1Br)S(C)(=O)=O	0.0%	4.7%	1.7%	0.2%	0.3%	0.4%	7.8%	9.4	-0.7%	-2.5%[46.1 µM]	-2.2%
O=C(/C=C/c1ccco1)NCC1COc2ccccc2O1 (stereo not given)	16.5%	25.1µM*	-24.7%	?	-1.3%	-3.7%	0.0%	-0.4	-3.3%	3.7%	-9.6%
Cc1cc(OCc2cc(C(=O)N(C)CCc3cnn(C)c3)no2)cc(C)c1Cl	1.6%	8.1%	-0.3%	?	-0.5%	-5.8%	-3.5%	-3.2	5.3%	3.5%	10.2%
OCC1(CCc2ccccc2)CCCN(CCCC(F)(F)F)C1 (stereo not given)	0.1%	4.5%	-15.6%	9.1%	-0.8%	-0.4%	-10.7%	0.5	-1.0%	3.5%	?
Cc1ccc(OCC(=O)N2CCN(c3nnc(-c4ccc(C)cc4)c4ccccc34)CC2)cc1	?	-4.5%	6.9%	?	-17.8%	-9.4%	-0.5%	-25.8	?	10.6%	-53.9%[inhibitor]
Cc1ccccc1NC(=O)c1cccc(N2C(=O)C3C4CC(C(Br)C4Br)C3C2=O)c1 (stereo not given)	-5.4%	14.6%	-8.0%	-1.5%	-7.3%	-1.3%	-5.2%	6.4	-0.2%	3.7%	-6.7%
